# Bioassay records from PubChem.
# West Nile virus CPE – inhibition of WNV-induced cytopathic effect – cell-based, CPE readout (AID 1621). West Nile virus-infected cells, CPE inhibition; higher % means a stronger effect. one-dose CPE inhibition, % at 10 µM; IC50 in µM for titrated hits. 0.02% of 290,000 active; in the data active = a potency from the dose series; inconclusive = CPE inhibition mostly from about 3.7% at the one dose, without a potency; inactive = the rest, 99 in 100 with CPE inhibition below about 2.2%; also: strong numbers were not always called active
# Myeloid diff MLP – myeloid differentiation induction. ER-HoxA9 myeloid progenitors, lysozyme-GFP differentiation, flow cytometry. calls only at 10 µM. 1% of 360,000 active. AID 624256;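 active = normalized GFP-positive differentiation at or above the plate's own cutoff, the solvent-only control mean plus 3 SD; inconclusive = no clear call, values can overlap the other calls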;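 also: cells exposed to compound for four days before flow analysis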
# T cell HTS – modulates CD8 T cell binding to vesicles | 2C CD8+ T cell-vesicle binding, flow cytometry; hits give low values | calls only at 7 µM | 0.068% of 330,000 active;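 active = response, share of CD8 T cells binding vesicles, and their 90th percentile fluorescence all below set limits, cut at about 80% in these data, passing the limit was not always enough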
#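 Material: murine 2C transgenic CD8+ T lymphocytes / Also added: QL9-peptide-loaded Drosophila micro-vesicles bearing Ld, ICAM-1 and B7-1 / Schedule: binding step 1.5 h, 37 °C, antibody labelling 20 min, ice / Signal: flow cytometry, PE anti-B7-1 (FL2) versus Alexa647 anti-CD8 (FL8), PFA-fixed / Evaluation: percent CD8+ FL2 mean versus row control / Benchmarks: naked versus QL9-loaded vesicles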
# WT yeast gro inh – growth inhibition of WT yeast, mitochondrial fusion screen; mitochondrial fusion phenotypic screen, WT strain; AID 1362; inhibition, % at 10 µM; 2.1% of 190,000 active; in the data active = inhibition above about 58%; tested in S. cerevisiae
# MgcRacGAP inhibition – MgcRacGAP GTPase-activating activity inhibitors, confirmation, biochemical, ADP Hunter fluorescence | MgcRacGAP-stimulated Rac1 GTP hydrolysis, ADP Hunter fluorescence; higher % means a stronger effect; GST-tagged Rac1 F28L mutant substrate | one-dose inhibition, % at 30 µM; IC50 in µM for titrated hits | 0.6% of 340,000 active | AID 624330;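 active = first-screen hits whose inhibition reached a set limit at any dose in the follow-up dose series; inconclusive = inhibition above the set first-screen limit but never retested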;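 also: fluorescence reports GDP produced by GAP-driven GTP hydrolysis; strong numbers were not always called active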
# RSV CPE inhibition – RSV antiviral activity via CPE protection, HEp-2 cells, primary 10 µM value included (AID 2391); HEp-2 cells, RSV-induced CPE inhibition; higher % means a stronger effect; CPE inhibition, % at 10 µM; hits with a dose series show IC50 in µM; 0.13% of 310,000 active; in the data active = a potency from the dose series; inconclusive = CPE inhibition mostly from about 23% at the one dose, without a potency; inactive = the rest, 99 in 100 with CPE inhibition below about 21%; also: strong numbers were not always called active
# Large T inhibition – SV40 large T antigen inhibitors, biochemical (AID 1903) | SV40 large T antigen ATPase/helicase inhibition assay; higher % means a stronger effect | 0.39% of 310,000 active | inhibition, % at 20 µM, or IC50 in µM where a hit was titrated; in the data active = a potency from the dose series; inconclusive = inhibition mostly from about 32% at the one dose, without a potency; inactive = the rest, 99 in 100 with inhibition below about 32%; also: strong numbers were not always called active
# PhoP inhibition – inhibitors of PhoP regulon expression, primary screen, Salmonella Typhimurium, GFP reporter (AID 1863) | one-dose inhibition, % at 50 µM; IC50 in µM for titrated hits | 0.16% of 300,000 active | S. Typhimurium PhoP-regulated promoter GFP reporter, 4 h; higher % means a stronger effect;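 active = inhibition over 29.93%, a cutoff 3 SD above the screen mean, later confirmed by dose response; inconclusive = inhibition over 29.93% but no dose response follow-up; inactive = inhibition at most 29.93% or unconfirmed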;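 also: 0% = low Mg2+ inducing control and 100% = high Mg2+ repressing control; strong numbers were not always called active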
# b-catenin transl – alters nuclear translocation of beta-catenin in HeLa cells; nuclear translocation activity, % at 5 µM; immunofluorescence imaging; AID 1665; 0.3% of 190,000 active;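 active = nuclear translocation activity above 50% at 5 µM, with a well cell count of 50 or more; inconclusive = wells under 50 cells across six images, flagged as toxic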;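 also: per-cell ratio of nuclear to cytoplasmic median beta-catenin stain intensity; plate controls were DMSO negative control for no effect and GSK-3 inhibitor IX positive control for full effect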
#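 System: Human HeLa cells, endogenous beta-catenin | Compound dosing: 5 µM primary, 0.02–20 µM confirmation | Timing: 24 h compound exposure at 37°C, 5% CO2 | Measured by: Fluorescence imaging of beta-catenin antibody stain plus DAPI | Read-out basis: % activation of per-cell nuclear versus cytoplasmic median beta-catenin signal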
# WT yeast gro inh mutant strain – second read-out of WT yeast gro inh, no call of its own (marks repeat the call); inhibition, %; mitochondrial fusion phenotypic screen, mutant strain inhibition
# b-catenin transl cell count 5 µM – also measured in b-catenin transl; calls as there; cell count; measured here: cell count, cytotoxicity flag
# T cell HTS vesicle-bound % – second read-out of T cell HTS, no call of its own (marks repeat the call); double positive events, %; measured here: CD8+ vesicle-bound cell fraction;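 binding gate set so that unloaded-vesicle control wells show 10% double positive cells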
# Myeloid diff MLP GFP+ MAC1+ % – also measured in Myeloid diff MLP; calls as there; GFP+ MAC1+ double positive, %; measured here: differentiation confirmed by MAC1 staining
# * = called active by the depositor; i = inactive; ? = inconclusive; . = no result given.
SMILES,West Nile virus CPE,Myeloid diff MLP,Myeloid diff MLP GFP+ MAC1+ %,T cell HTS,T cell HTS vesicle-bound %,WT yeast gro inh,WT yeast gro inh mutant strain,MgcRacGAP inhibition,RSV CPE inhibition,Large T inhibition,PhoP inhibition,b-catenin transl,b-catenin transl cell count 5 µM
CCOC(=O)c1nnn(-c2nonc2N)c1CN(CC)CC,0.1%,i,1.3,i,19,-1,-1,11%,0.5%,7%,-8%,-0.4,1093
CCOC(=O)c1cc2cc(C)ccc2[nH]1,-0.1%,i,0.9,i,32,14,5,6%,?,8%,-3%,-1.1,944
O=C(CSCC(=O)N1CCCc2ccccc21)Nc1nc(-c2ccccc2)cs1,0.5%,i,2.5,i,8,53,20,5%,0.6%,1%,-2%,-2.8,578
Cc1ccc2c(CC(=O)NC3CCS(=O)(=O)C3)coc2c1C (stereo unspecified),0.0%,i,1.2,i,40,.,.,-8%,1.7%,14%,-11%,.,.
Cc1cccc(-n2nc3c(c2NC(=O)C(C)C)CS(=O)(=O)C3)c1C,0.2%,i,0.9,i,32,.,.,5%,-1.2%,8%,0%,.,.
COc1ccc(/C(C)=N/N=C2/NC(=O)CC(C(=O)O)S2)cc1F (stereo unspecified),0.5%,i,0.6,i,24,.,.,9%,-0.4%,6%,1%,-0.2,1327
Cc1nc2oc(C(=O)c3ccc(Br)cc3)c(N)c2c2c1COC(C)(C)C2,-0.1%,i,0.2,i,23,10,20,5%,2.4%,3%,-6%,0.3,1208
Cc1ccc(-c2nc3ncccc3o2)cc1NC(=O)c1cccnc1,0.6%,.,.,i,11,-18,2,5%,0.9%,17%,-7%,0.3,1561
C=CCc1ccc(OCCn2cccc2C=O)c(OC)c1,-0.6%,i,2.9,i,49,-12,-15,8%,1.8%,-9%,4%,0.6,1343
COc1ccc(-c2cc3c(=O)n(CC(=O)Nc4ccc(C(C)=O)cc4)ncn3n2)cc1,-0.1%,?,.,i,13,.,.,9%,2.8%,14%,-6%,.,.
Cc1nc([N+](=O)[O-])c(NCCCO)n1Cc1ccccc1,0.8%,i,0.1,i,20,3,-3,10%,0.4%,15%,-2%,2.1,1094
CCOc1ccccc1N(C)S(=O)(=O)c1ccc2[nH]cc(C(=O)N(CCOC)CCOC)c(=O)c2c1,0.5%,.,.,i,48,.,.,4%,-0.1%,24%,-2%,.,.
C/C(=N\NS(=O)(=O)c1ccccc1)c1ccc2c(c1)OCCO2,-0.7%,i,0.7,i,44,-18,13,8%,1.4%,9%,7%,-0.6,1146
O=C(CC1C(=O)NCCN1C(=O)Nc1ccc(F)cc1F)Nc1ccc(F)cc1 (stereo unspecified),0.2%,i,0.4,i,39,.,.,8%,.,5%,0%,1.3,1316
CCSc1ncc(Cl)c(C(=O)Nc2ccccc2F)n1,0.9%,i,0.5,i,60,.,.,10%,1.7%,9%,-1%,.,.
COc1cc(C(=O)Nc2ccc(NC(=O)C(C)C)nc2)cc(OC)c1OC,0.6%,i,0.2,i,59,.,.,9%,1.3%,.,.,-8.6,1280
Cc1cccc(Nc2ccc(C(=O)O)cc2[N+](=O)[O-])c1C,-0.2%,i,0.7,i,53,.,.,.,7.4%,9%,0%,.,.
O=C1CCNc2c(Cl)cc(Cl)cc21,-0.3%,i,0.3,i,32,.,.,-1%,4.3%,5%,-14%,-2.1,1243
Cc1cccc(Cn2cc(SCC(=O)Nc3nccs3)c3ccccc32)c1,0.2%,i,2.9,i,42,-16,1,-3%,0.4%,0%,-6%,0.5,1198
O=C(c1cnn2c(C(F)(F)F)cc(-c3ccc4c(c3)OCO4)nc12)N1CCCCC1,-0.2%,i,0.4,i,43,0,1,5%,1.1%,2%,9%,-0.2,1107
Nc1ncnc2c1ncn2[C@@H]1O[C@H](CO)[C@@H](O)[C@@H]1O,0.4%,i,1.6,i,34,.,.,-1%,0.2%,4%,4%,.,.
Cc1ccc(CSc2nn3c(=O)c(C)nnc3s2)cc1,-0.7%,i,1.0,i,46,-18,8,9%,2.3%,19%,-14%,-0.6,1058
CC(OC(=O)CN(C)S(=O)(=O)c1ccc(Cl)cc1)C(=O)Nc1cccc(Cl)c1 (stereo unspecified),1.2%,i,3.8,i,53,10,1,-2%,0.1%,5%,6%,.,.
Cc1sc2nc(CC(N)=O)[nH]c(=O)c2c1-c1ccccc1,0.0%,i,0.0,i,41,-17,-13,7%,2.9%,12%,6%,.,.
O=C(CSc1ncn[nH]1)c1ccc2c(c1)OCO2,0.7%,i,7.2,i,17,11,8,1%,-0.8%,6%,14%,.,.
COC(=O)C1CN(C(=O)COc2ccc(C)cc2)c2ccccc2O1 (stereo unspecified),0.3%,i,0.5,i,64,.,.,3%,4.7%,7%,-9%,.,.
CCOC(=O)N1CCN(C(=O)CCN2C(=O)/C(=C\c3ccccc3OC)SC2=S)CC1,?,?,.,i,7,.,.,-3%,3.9%,9%,-18%,.,.
Cc1ccccc1OCCC(=O)OCC(=O)N1CCN(S(=O)(=O)c2ccc(Cl)cc2)CC1,.,i,0.4,i,40,.,.,6%,1.2%,-3%,3%,.,.
Cc1ccc(-c2cc(C(=O)NCC3CCCO3)no2)cc1 (stereo unspecified),1.2%,i,7.0,i,12,-7,-12,0%,-1.0%,-1%,5%,2.3,1138
CC(=O)c1cccc(NC(=O)CSc2ncc(C(=O)Nc3ccccc3)c(=O)n2C)c1,.,i,0.5,i,10,.,.,2%,9.3%,16%,-8%,.,.
CC(=O)NC(c1ccco1)c1cc(F)c2cccnc2c1O (stereo unspecified),.,?,.,i,35,.,.,8%,-1.4%,.,.,.,.
CCOC(=O)NN1C(=O)c2ccccc2NC1c1cccnc1 (stereo unspecified),0.1%,i,0.5,i,36,5,0,6%,-0.3%,26%,-4%,2.4,503
CCOC(=O)c1sc(=NC(=O)COc2ccc(Cl)cc2)n(C)c1C,1.3%,i,0.7,i,10,-6,-5,4%,-1.8%,7%,-1%,-1.7,1156
O=C(CSc1nc2ccccc2[nH]1)NCc1ccco1,-0.3%,i,9.1,i,31,23,15,5%,7.6%,10%,-5%,-3.1,912
CCc1nnc(NC(=O)C2COc3ccccc3O2)s1 (stereo unspecified),-0.1%,i,0.3,i,44,3,5,10%,1.9%,7%,-5%,-0.9,1162
O=C(CCc1nnc(C2CCCCC2)o1)N1CCN(C2CCCCC2)CC1,-0.7%,i,0.2,i,42,-2,-4,.,-0.9%,-10%,5%,-0.2,1470
CCC(Cc1ccccc1)NS(=O)(=O)c1c(C)nc2sccn2c1=O (stereo unspecified),-0.5%,i,3.1,i,6,.,.,9%,-0.6%,-7%,.,.,.
Cc1nc2cc(NCc3ccccc3O)ccc2n1Cc1ccccc1,-0.1%,i,0.2,i,35,3,11,15%,-0.2%,.,.,1.1,997
COc1cccc(NC(=O)CN(C)C(=O)c2cccnc2Sc2ccc(C)c(C)c2)c1,.,i,0.4,i,57,.,.,9%,5.5%,10%,-9%,.,.
COc1ccc(NC(=O)C2CCCN(C(=O)c3ccc(Cl)cc3)C2)cc1S(=O)(=O)N(C)C (stereo unspecified),.,i,0.6,i,31,.,.,6%,0.9%,.,.,.,.
CN(CCc1ccccn1)C(=O)CCC1CCCN(C(=O)CN2CCCCCC2)C1 (stereo unspecified),0.1%,i,0.6,i,.,9,9,4%,-0.2%,16%,5%,-2.1,1038
COC(=O)CCCC(=O)NCC1(N(C)Cc2ccccc2)Cc2ccccc2C1,-0.7%,i,0.5,i,39,.,.,6%,1.2%,4%,5%,.,.
CC1CCC(NC(=O)c2ccc3c(c2)S(=O)(=O)c2ccccc2C3=O)CC1 (stereo unspecified),0.1%,i,1.0,i,22,.,.,8%,28%,8%,.,.,.
CCOC(=O)c1c(NC(=O)c2ccc(S(=O)(=O)N3CCOCC3)cc2)sc2c1CCN(C(C)C)C2,0.8%,i,4.7,i,20,.,.,15%,-2.0%,10%,-12%,.,.
O=S(=O)(O)c1nc2ccccc2n1Cc1ccccc1,.,i,0.3,i,52,2,0,2%,0.7%,-4%,5%,-0.8,1408
N#CC1=C(N)N(c2ccc(Oc3ccccc3)cc2)C(=O)C1,0.4%,i,0.8,i,24,1,-11,12%,3.8%,3%,4%,-0.9,1074
C=CCn1cc(/C=N/NC(=O)COc2cccc3cccnc23)c2ccccc21,-0.5%,i,1.0,i,46,-3,-3,-9%,5.3%,5%,-6%,-1.3,1054
Cc1ccc(S(=O)(=O)N2CCOCC2)cc1NC(=O)Cn1nc(C)c([N+](=O)[O-])c1C,.,i,0.5,i,8,.,.,6%,-2.1%,7%,-5%,.,.
O=C(NCc1ccc(F)cc1)N1CCc2ccccc2C1,-0.4%,i,0.9,i,25,.,.,11%,-0.1%,28%,9%,.,.

# Two entries from above, as labelled records.
C=CCn1cc(/C=N/NC(=O)COc2cccc3cccnc23)c2ccccc21
  West Nile virus CPE: -0.5%
  Myeloid diff MLP: i
  Myeloid diff MLP GFP+ MAC1+ %: 1.0
  T cell HTS: i
  T cell HTS vesicle-bound %: 46
  WT yeast gro inh: -3
  WT yeast gro inh mutant strain: -3
  MgcRacGAP inhibition: -9%
  RSV CPE inhibition: 5.3%
  Large T inhibition: 5%
  PhoP inhibition: -6%
  b-catenin transl: -1.3
  b-catenin transl cell count 5 µM: 1054

O=S(=O)(O)c1nc2ccccc2n1Cc1ccccc1
  West Nile virus CPE: .
  Myeloid diff MLP: i
  Myeloid diff MLP GFP+ MAC1+ %: 0.3
  T cell HTS: i
  T cell HTS vesicle-bound %: 52
  WT yeast gro inh: 2
  WT yeast gro inh mutant strain: 0
  MgcRacGAP inhibition: 2%
  RSV CPE inhibition: 0.7%
  Large T inhibition: -4%
  PhoP inhibition: 5%
  b-catenin transl: -0.8
  b-catenin transl cell count 5 µM: 1408

# Rows were taken by chance. Share with any hit: about 3.6%.
